Assay outcomes (PubChem BioAssay)
M1 PAM parental – nonselective activator or artifact in parental CHO-K1 calcium assay. activation, % at 3 µM. AID 602247. ATP EC20, Fluo-8 calcium fluorescence; 0% at ATP EC20, 100% at ATP max. 360,000 compounds, 0.02% hits;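 active = activation above the run cutoff, the mean activation of all test compounds plus 3 SD, cut at about 40% in these data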;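 also: peak over basal fluorescence ratio in a 140 s read after ATP addition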
CHO parental Ca – counter-screen: ATP calcium response change in parental CHO cells | parental CHO-K1, ATP-induced calcium, Fluo-8 fluorescence | inhibition, % at 5.6 µM | 330,000 compounds, 0.63% hits;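 active = inhibition above that plate's mean sample inhibition plus 3 SD, cut at about 26% in these data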;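 also: 0% = ATP-challenged DMSO wells and 100% = DMSO wells without ATP; some compounds past the cut are filed as inactive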
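Measured by: calcium-sensitive Fluo-8 fluorescence / Test system: CHO parental line / Controls: ATP-challenged DMSO wells low, unchallenged DMSO wells high / Measure: % inhibition / Compound: single nominal dose of 5.6 µM per compound / Replicates: single well per compound, no replicates / Reagent: ATP as calcium-mobilizing challenge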
GPR7 antagonist – antagonists of human GPR7 (neuropeptides B/W receptor 1). P48145. GPR7-expressing cells, fluorescence antagonist assay. inhibition, % at 4.4 µM. 290,000 compounds, 1.1% hits; in the data active = inhibition above about 16%, passing the limit was not always enough;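 also: cells stimulated with the agonist NPW; 0% = agonist with vehicle and 100% = vehicle without agonist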
TAAR1 antag – antagonists of human TAAR1 | Q96RJ0 | inhibition, % at 3 µM | CHO RD-HGA16 TAAR1, Fluo-8 calcium fluorescence, antagonist | 360,000 compounds, 1.5% hits;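 active = inhibition above a per-plate cutoff, the mean inhibition of test compounds on that plate plus 3 SD, cut at about 49% in these data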;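 also: 0% = DMSO plus EC80 beta-PEA response and 100% = DMSO alone without agonist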
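Material: RD-HGA16 CHO cells with stable hTAAR1 and Gα16; Dosing: single nominal final test compound concentration of 3 µM; Schedule: seeding 17-24 h prior, 75-min 37 °C, 30-min RT dye loading; Detection: kinetic Fluo-8 calcium fluorescence measurement; Measure: % inhibition from peak post-agonist over basal fluorescence ratio; Benchmarks: vehicle and agonist controls.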
OXTR potentiator – potentiates the human oxytocin receptor response | P30559 | CHO-OTR cells, Fluo-8 calcium fluorescence, potentiator mode; 0% = oxytocin EC15, 100% = EC100 | activation, % at 3 µM | 320,000 compounds, 0.061% hits;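 active = activation above that plate's cutoff, the mean activation of tested compounds plus 3 SD, cut at about 6.6% in these data, passing the limit was not always enough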;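 also: 100% uses oxytocin at 75 nM as the full agonist control; some results filed as inactive read as strong as hits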
Target sequence (P30559 whole entry, looked up): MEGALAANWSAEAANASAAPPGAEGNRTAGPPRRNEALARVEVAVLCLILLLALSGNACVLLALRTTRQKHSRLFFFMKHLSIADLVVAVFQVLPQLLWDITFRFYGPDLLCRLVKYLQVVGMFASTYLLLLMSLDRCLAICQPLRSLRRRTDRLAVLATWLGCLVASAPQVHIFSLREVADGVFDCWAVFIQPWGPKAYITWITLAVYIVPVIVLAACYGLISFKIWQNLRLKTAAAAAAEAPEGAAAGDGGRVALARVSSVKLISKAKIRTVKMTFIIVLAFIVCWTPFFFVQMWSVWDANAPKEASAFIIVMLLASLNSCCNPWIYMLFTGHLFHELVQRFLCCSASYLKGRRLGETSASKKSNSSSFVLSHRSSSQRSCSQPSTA
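Assay system: CHO-OTR cells, human receptor / Also added: oxytocin at about EC15, sub-maximal agonist stimulus / Dosing: single dose, 3.0 µM nominal final compound concentration / Incubation: 6 min pre-incubation, 100 s read / Technique: Fluo-8 calcium dye fluorescence / Read-out: % activation vs EC15 and EC100 oxytocin / Benchmarks: EC15 oxytocin low, 75 nM oxytocin high / Replicates: singlicate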
OXTR agonist – activates the human oxytocin receptor. P30559. CHO-OTR cells, Fluo-8 calcium fluorescence; normalized: DMSO 0%, oxytocin 100%. activation, % at 3 µM. 320,000 compounds, 0.32% hits. AID 2435;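 active = activation above the mean of all tested compounds plus 3 SD, cutoff set per screening run, cut at about 20% in these data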;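 also: peak over basal fluorescence ratio from a 100 s FLIPR kinetic read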
CHO-K1 Ca ag – nonselective activator or artifact in parental CHO-K1 cells. AID 602248. Fluo-8 calcium fluorescence; scaled to maximal ATP response, vehicle zero. 360,000 compounds, 0.48% hits. activation, % at 3 µM; in the data active = activation above about 15%;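 also: untransfected CHO-K1 host cells lacking M1 receptor as counterscreen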
CHO-K1 Ca antag – counter-screen for M1 antagonists: effect in parental CHO-K1 cells. ATP-induced calcium, Fluo-8 fluorescence. inhibition, % at 3 µM. 360,000 compounds, 0.6% hits. AID 602250;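 active = inhibition above a per-plate cutoff, the plate's mean sample inhibition plus 3 SD, cut at about 24% in these data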;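 also: 0% = DMSO plus EC80 ATP and 100% = DMSO alone without ATP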
V1R ag counter – activates human V1a receptor in oxytocin agonist counter-screen. CHO-V1R cells, Fluo-8 calcium fluorescence, agonist mode; 0% DMSO, 100% 3 nM vasopressin. 320,000 compounds, 0.25% hits. activation, % at 3 µM. P37288. AID 2797;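 active = activation above the mean activation of all tested compounds plus 3 SD, per screening run, cut at about 20% in these data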;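 also: signal is peak over basal fluorescence ratio across a 100 second FLIPR read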
Target sequence (P37288 whole entry, looked up): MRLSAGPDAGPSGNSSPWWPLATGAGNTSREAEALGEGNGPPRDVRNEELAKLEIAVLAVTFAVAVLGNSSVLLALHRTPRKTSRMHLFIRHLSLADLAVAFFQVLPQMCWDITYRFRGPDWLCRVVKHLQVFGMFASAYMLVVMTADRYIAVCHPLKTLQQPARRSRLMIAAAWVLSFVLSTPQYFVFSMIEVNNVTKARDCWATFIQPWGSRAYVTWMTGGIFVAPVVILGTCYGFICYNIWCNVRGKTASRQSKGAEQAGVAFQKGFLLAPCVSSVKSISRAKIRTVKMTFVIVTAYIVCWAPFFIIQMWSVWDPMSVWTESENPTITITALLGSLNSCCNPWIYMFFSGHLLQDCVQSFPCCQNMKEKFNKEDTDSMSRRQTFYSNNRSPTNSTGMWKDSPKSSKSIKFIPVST
* marks the source's active call; other numbers are inactive results; · = not tested or not shown.

The first 3 entries as a preview:
item | SMILES | M1 PAM parental | CHO parental Ca | GPR7 antagonist | TAAR1 antag | OXTR potentiator | OXTR agonist | CHO-K1 Ca ag | CHO-K1 Ca antag | V1R ag counter
1 | CCN1CCN(C(=O)c2ccc(CN(c3ccc(C)c(C)c3)S(C)(=O)=O)cc2)CC1 | 4 | -11 | 8 | -12 | -1 | -0.2 | 0.2 | 11 | 0.5
2 | CCC/C(O)=C1\C(=O)CCCC1=NCCc1ccc(OCC)c(OCC)c1 | -5 | -32 | -17 | -27 | 1 | -1.4 | 0.8 | -18 | 4.9
3 | COc1ccc(Nc2nc(N)nc(CSc3nnc(N)s3)n2)cc1 | 11 | -4 | -5 | 0 | 3 | 0.1 | 0.1 | -2 | 0.8

Main list, previewed entries included:
item | SMILES | M1 PAM parental | CHO parental Ca | GPR7 antagonist | TAAR1 antag | OXTR potentiator | OXTR agonist | CHO-K1 Ca ag | CHO-K1 Ca antag | V1R ag counter
1 | CCN1CCN(C(=O)c2ccc(CN(c3ccc(C)c(C)c3)S(C)(=O)=O)cc2)CC1 | 4 | -11 | 8 | -12 | -1 | -0.2 | 0.2 | 11 | 0.5
2 | CCC/C(O)=C1\C(=O)CCCC1=NCCc1ccc(OCC)c(OCC)c1 | -5 | -32 | -17 | -27 | 1 | -1.4 | 0.8 | -18 | 4.9
3 | COc1ccc(Nc2nc(N)nc(CSc3nnc(N)s3)n2)cc1 | 11 | -4 | -5 | 0 | 3 | 0.1 | 0.1 | -2 | 0.8
4 | O=C(CSc1nnnn1-c1ccc(F)cc1)NCc1cccs1 | 3 | -11 | -8 | -6 | 4 | 0.3 | 6.6 | -13 | -0.1
5 | ON=C(CCc1ccccc1)CCc1ccccc1 | 8 | · | · | -16 | · | · | 0.0 | -10 | ·
6 | CCCC(=O)OCC1CN(Cc2ccco2)S(=O)(=O)c2c(F)cccc2O1 (stereo unspecified) | 3 | · | · | 2 | · | · | 0.7 | -4 | ·
7 | CN(C(=O)c1ccccc1)C1c2c(ccc3ccccc23)OCC1CO (stereo unspecified) | -4 | -20 | 0 | -2 | -6 | -1.6 | 1.5 | 3 | -0.8
8 | CN(C)/C=N/C(=S)Nc1ccccc1 | -1 | -3 | -5 | 5 | 2 | 1.7 | 0.2 | 10 | 1.6
9 | Cc1ccc(S(=O)(=O)NCC(=O)OC(C(=O)c2ccccc2)c2ccccc2)cc1 (stereo unspecified) | 21 | -13 | -4 | -5 | -3 | -0.3 | 1.0 | -7 | -0.4
10 | CC1Sc2ccc(S(=O)(=O)CCC(=O)N(C)Cc3ccccc3)cc2NC1=O (stereo unspecified) | 0 | -16 | -9 | -2 | -7 | 5.9 | 6.7 | -4 | 13
11 | CCOC(=O)C1CCN(C(=O)Nc2ccc3c(c2)nc(C)n3C)CC1 | 10 | -21 | -4 | -1 | -5 | 0.0 | 0.4 | -8 | 0.7
12 | Cc1cc(C(=O)CSc2nc(N)cc(N)n2)c(C)n1-c1cccc(F)c1 | 3 | -6 | -8 | 6 | -1 | 2.5 | 2.1 | 4 | 2.3
13 | CC(C)(C)C(=O)Oc1cccc(Nc2ncnc3ccccc23)c1 | -1 | 23 | 8 | 38 | -25 | 14 | 13 | -1 | 8.9
14 | COc1ccc(CNC(=O)COC(=O)CO/N=C(\C)c2ccc3c(c2)OCO3)cc1 | 1 | -12 | · | -7 | -9 | -1.3 | 1.0 | -6 | 1.0
15 | COc1ccc(C(=O)N/C(=C\c2cccc3ccccc23)C(=O)NCCc2c[nH]c3ccccc23)cc1OC | 13 | -17 | 2 | 20 | -5 | -0.2 | 0.8 | -13 | 0.5
16 | COc1ccc(/C=N/OCC(=O)Nc2nc3ccccc3s2)cc1OC | 9 | -28 | -3 | -23 | -16 | 6.1 | 7.3 | -8 | 6.0
17 | CCOC(=O)C1=C(CC)OC(N)=C(C#N)C1c1ccc(F)cc1F (stereo unspecified) | -14 | -2 | -3 | 15 | -3 | -1.3 | -0.1 | 16 | -0.7
18 | Oc1ccccc1C1SC(c2ccccc2O)SC(c2ccccc2O)S1 (stereo unspecified) | -24 | · | · | 14 | · | · | -0.4 | 16 | ·
19 | CCOC(=O)c1c(C(F)(F)F)nc2ncccn12 | 4 | 9 | 3 | 3 | -9 | -0.4 | 0.2 | 2 | 0.2
20 | Cc1ccnc(N2CCC(C(=O)NNC(=O)c3ccccc3C)CC2)n1 | 26 | 0 | -12 | -8 | -7 | 0.2 | 0.7 | -16 | 0.9
21 | CCOc1ccc(N=Nc2c(N)[nH][nH]c2=O)cc1 | -12 | -11 | -7 | -21 | 8 | -2.7 | -0.6 | 12 | -1.3
22 | CCc1ccccc1NC(=O)CC(c1ccc(OC)cc1)n1cccc1 (stereo unspecified) | 13 | -17 | 16 | 24 | -16 | 4.7 | 7.1 | -4 | 6.9
23 | CN(C)CCC(=O)N1c2ccccc2Sc2ccc(C(F)(F)F)cc21 | 18 | -13 | 5 | -14 | -2 | -1.3 | 2.0 | -3 | -0.9
24 | CC(C)(C)NC(=O)c1cc(-c2ccc3c(c2)OCO3)nc2ccccc12 | -3 | -24 | 2 | 15 | -4 | -1.1 | 0.9 | 0 | 0.3
25 | CN1CCN(C(=O)c2cc3c(ccc4ccccc43)oc2=O)CC1 | 14 | -8 | -8 | -5 | -3 | 0.1 | -0.4 | -1 | 3.2
26 | COc1ccc2nc(Nc3nc(-c4ccncc4)cs3)sc2c1 | -6 | -7 | -14 | 13 | -19 | -1.1 | 0.2 | -8 | -1.1
27 | CSCC[C@H](NC(=O)N1C[C@H]2C[C@@H](C1)c1cccc(=O)n1C2)C(=O)Nc1ccc(NC(C)=O)cc1 | 19 | -7 | -6 | -1 | 0 | 0.0 | 0.8 | -10 | 2.0
28 | CCOC(=O)CSc1nc(-c2ccc3c(c2)OCO3)ccc1C#N | 4 | -21 | -17 | -7 | -8 | -1.2 | 0.8 | -20 | -0.5
29 | NC(=O)CC[C@H](NC(=O)c1ccc(F)cc1)C(=O)N1CCN(Cc2ccc3c(c2)OCO3)CC1 | 0 | -13 | · | -4 | 2 | 1.3 | 0.0 | -6 | 0.9
30 | C/C(=N\OC(=O)c1ccc(Cl)cc1)c1nccs1 | 8 | -7 | -9 | 17 | -2 | -1.6 | 0.5 | 1 | -0.8
31 | N#CCC(=O)N/N=C/c1c(-c2ccccc2)n(-c2ccccc2)c2ccccc12 | 12 | -7 | -17 | 37 | -1 | -2.1 | 1.0 | -9 | -0.1
32 | CC1=C(C(=O)OCCC(C)C)C(c2ccc3c(c2)OCO3)NC(=O)N1 (stereo unspecified) | 1 | · | -18 | -12 | · | · | 0.7 | 0 | ·
33 | NC(=O)[C@@H]1CCCNc2c(F)cc([N+](=O)[O-])cc2C(=O)N[C@@H](CCC(=O)O)C(=O)N[C@@H](CO)C(=O)N1 | 11 | -2 | -11 | -8 | -11 | -0.3 | 0.2 | -1 | -0.5
34 | O=C1Nc2ccc(S(=O)(=O)N3CCCC3)c3ccc(S(=O)(=O)N4CCCC4)c1c23 | 3 | -14 | -6 | 4 | 4 | -1.6 | -0.2 | 5 | 0.2
35 | CCN(c1ccccc1)S(=O)(=O)c1ccc(C(=O)Nc2c(C)n(C)n(-c3ccccc3)c2=O)cc1 | -21 | -11 | · | 10 | -1 | 1.2 | 0.3 | 14 | 1.7
36 | Cc1ccc(NC(=O)C2CCCN2S(=O)(=O)c2ccc3c(c2)n(C)c(=O)c(=O)n3C)cc1C (stereo unspecified) | 26 | -5 | -9 | -3 | -2 | -0.6 | 0.4 | -13 | 0.2
37 | O=C(NCCC(c1ccccc1)c1ccco1)c1cccs1 (stereo unspecified) | 18 | -11 | 10 | · | -7 | -2.0 | 2.0 | -10 | -0.8
38 | COc1ccccc1OCCNC(=O)CCNC(=O)c1ccccc1Cl | 5 | -16 | -14 | -11 | -6 | 0.0 | 0.5 | -2 | 1.1
39 | CN(c1ccccc1)c1nc(N)c([N+](=O)[O-])c(NCc2ccco2)n1 | 14 | -35 | -6 | -11 | -10 | -2.4 | 0.5 | -7 | 0.1
40 | CCOC(=O)Nc1cccc(Cl)c1C | 1 | -4 | -3 | 1 | -8 | -1.9 | -0.2 | 6 | -0.3
41 | COCCCN(C(=O)Nc1ccccc1)C(C)c1ccncc1 (stereo unspecified) | 6 | 7 | 6 | -13 | 1 | -0.2 | -0.3 | 3 | 0.5
42 | CCOC(=O)C1CCCN(C2CC(=O)N(c3ccc(N4C(=O)CC(N5CCCC(C(=O)OCC)C5)C4=O)cc3)C2=O)C1 (stereo unspecified) | 14 | -2 | -10 | -8 | 2 | 0.4 | 0.1 | -6 | 0.8
43 | O=C(O)/C=C/C(=O)N1CCN(S(=O)(=O)c2cccc(C(F)(F)F)c2)CC1 | 11 | 3 | -2 | -8 | -9 | 0.2 | 0.2 | -10 | 0.0
44 | COc1cccc(CN2CC(C(=O)NCc3ccc(Cl)s3)CCC2=O)c1 (stereo unspecified) | -8 | · | -6 | -7 | · | · | 0.2 | -3 | ·
45 | COc1ccc(C(=O)NC(=S)Nc2ccccc2N2CCN(S(C)(=O)=O)CC2)cc1OC | 17 | -25 | 0 | 12 | -7 | 1.4 | 3.9 | 1 | 0.4

(cont.)
The line under a structure holds: M1 PAM parental | CHO parental Ca | GPR7 antagonist | TAAR1 antag | OXTR potentiator | OXTR agonist | CHO-K1 Ca ag | CHO-K1 Ca antag | V1R ag counter
(46) CCCCCC/C(C=O)=C\c1ccccc1
→ 12 | -7 | · | 8 | 5 | 0.2 | -0.7 | -6 | -0.2
(47) CN(C)CCCN(C(=O)c1ccc([N+](=O)[O-])s1)c1nc2cc3c(cc2s1)OCCO3
→ 16 | -12 | 2 | -1 | 4 | 1.4 | 0.5 | 6 | 2.2
(48) Cc1ccc(C)c(S(=O)(=O)Nc2ccc3scnc3c2)c1
→ 11 | -24 | -14 | 3 | -8 | 1.6 | 1.8 | -6 | 1.3
(49) CCSc1nc2sc3c(c2c(=O)[nH]1)CC(C)(CC)OC3 (stereo unspecified)
→ 0 | -13 | -3 | -15 | 0 | -1.8 | -0.1 | 2 | -0.6
(50) Cc1ccc(OCc2ccc(C(=O)NN)o2)c([N+](=O)[O-])c1
→ 17 | -21 | -10 | -8 | 3 | 1.4 | 2.2 | -5 | 0.9
